FXIa single inh – inhibitors of human coagulation factor XIa. purified human FXIa, fluorogenic AMC substrate cleavage. inhibition, % at 10 µM. actives 0.3% (n = 33,000);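 active means inhibition above 40% in the primary screen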;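 further: 0% = enzyme without compound and 100% = blank wells lacking enzyme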
FXIIa inh – blocks human coagulation factor XIIa activity. actives 0.2% (n = 33,000). purified human FXIIa, AMC substrate fluorescence, 2 h. P00748. inhibition, % at 10 µM; in the data active means inhibition above about 30%;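 further: 0% = enzyme with vehicle only and 100% = no enzyme blank; many of its hits are not listed in these tables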
Target sequence (P00748 20-372 limits assumed): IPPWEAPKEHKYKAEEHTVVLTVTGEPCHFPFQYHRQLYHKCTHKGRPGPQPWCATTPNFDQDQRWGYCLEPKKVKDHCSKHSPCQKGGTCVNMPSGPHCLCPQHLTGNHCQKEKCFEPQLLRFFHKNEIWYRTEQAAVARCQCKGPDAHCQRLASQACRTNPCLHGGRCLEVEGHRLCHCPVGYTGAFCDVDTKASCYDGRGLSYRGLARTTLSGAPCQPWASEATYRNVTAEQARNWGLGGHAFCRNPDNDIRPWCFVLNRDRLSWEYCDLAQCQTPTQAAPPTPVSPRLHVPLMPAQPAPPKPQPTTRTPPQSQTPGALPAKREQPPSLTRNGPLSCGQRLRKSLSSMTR
Target sequence (P00748 373-615 limits assumed): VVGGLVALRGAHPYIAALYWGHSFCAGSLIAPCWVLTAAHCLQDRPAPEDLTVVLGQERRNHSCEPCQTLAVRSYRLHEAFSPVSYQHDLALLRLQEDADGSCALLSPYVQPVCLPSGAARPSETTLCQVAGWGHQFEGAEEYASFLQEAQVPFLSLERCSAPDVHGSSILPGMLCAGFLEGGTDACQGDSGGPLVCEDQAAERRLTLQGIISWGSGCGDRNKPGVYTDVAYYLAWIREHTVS
The depositor's hits bear a star.

no.	FXIa single inh	FXIIa inh	canonical_smiles
1	-2	2	CCN1CCN(S(=O)(=O)c2cc(OC)ccc2OC)CC1
2	1	11	CCCCN(CCCC)c1ccc(C(=O)c2ccccc2C(=O)O)c(O)c1
3	26	2	CCOc1nnnc2c1sc1nc(N3CCOCC3)c3c(c12)CCCC3
4	8	6	COC(=O)c1ccc(CSc2nc3ccccc3[nH]2)o1
5	-1	0	Cn1cc(SCC(=O)Nc2nccs2)c2ccccc21
6	5	13	O=C1Nc2ccc(Br)cc2C1=Nc1ccc(-c2nnc3n2CCCCC3)cc1
7	-5	6	O=C(Nc1cccnc1)c1ccc(COc2ccccc2Cl)o1
8	-8	10	O=C(NC1CCCC1)C(c1ccncc1)N(CC1CCCO1)C(=O)Cn1nnc(-c2cccs2)n1 (stereo not drawn)
9	-1	-16	COc1cc(C2N=C(c3ccccc3)NO2)cc(Br)c1O (stereo not drawn)
10	-4	7	COc1cc(C(c2nnnn2C(C)(C)C)N2CCN(c3nc4ccccc4s3)CC2)ccc1O (stereo not drawn)
11	6	2	COc1ccc(-c2nn(-c3ccccc3)cc2C#N)cc1
12	-4	2	CCCC(c1nnnn1Cc1ccccc1)N1CCC(C(N)=O)CC1 (stereo not drawn)
13	0	5	CCOC(=O)c1cc2ccccc2nc1C
14	14	-13	CCC(C)NC(=O)C1CCCCN1S(=O)(=O)c1ccc(F)cc1 (stereo not drawn)
15	-1	6	Cc1ccc(-c2cc(C(=O)NCc3ccco3)no2)cc1
16	-3	4	Cc1ccc(S(=O)(=O)NCc2cccnc2)s1
17	-10	6	COc1ccc(-c2csc(C)n2)cc1OC
18	33	-15	Cc1c(/C(O)=C2\C(=O)C(=O)N(CCN(C)C)C2c2ccco2)cnn1-c1ccccc1 (stereo not drawn)
19	4	1	Cc1ccc(-n2nc(C)c3c(C)c(CCC(=O)NC(C)c4ccccc4)c(C)nc32)cc1 (stereo not drawn)
20	13	-19	Cc1ccc(-c2nc3ccccc3[nH]2)cc1N
21	-1	3	CCCCN1C(=O)/C(=C2/C=CC=CN2C)SC1=S
22	-7	8	Cc1ccc(-c2nn(CC(=O)N(C)C)c(=O)c3ccccc23)cc1S(=O)(=O)N(C)C
23	0	7	Cc1nc2cccc(C)n2c(=O)c1Cl
24	1	4	COc1ccccc1CC1(C)NC(=O)N(CC(=O)N2CC(C)OC(C)C2)C1=O (stereo not drawn)
25	-10	6	CN(CC(=O)Nc1nc2ccccc2s1)S(=O)(=O)c1ccc(Cl)cc1
26	-11	-13	C=CCOc1c(Br)cc(C2NC(=O)NC(C)=C2C(C)=O)cc1OCC (stereo not drawn)
27	-11	1	Cc1nc2ccc(NC(=O)c3sccc3C)cc2s1
28	9	6	CC(C)OC(=O)c1ccc(NC(=O)c2ccco2)cc1
29	-7	6	COc1ccc(-c2noc(CCC(=O)Nc3cc(OC)ccc3OC)n2)cc1
30	3	3	COc1ccc(Oc2coc3cc(OC(=O)N4CCOCC4)ccc3c2=O)cc1
31	-1	6	COc1ccc(CNc2ccc3c(c2)ncn3-c2ccccc2OC)cc1
32	-1	-6	CCC(CO)NC(=O)c1cccc(S(=O)(=O)N2c3ccccc3CC2C)c1 (stereo not drawn)
33	5	1	Clc1ccccc1Cn1nnc2c(NCC3CC3)ncnc21
34	-9	-16	CC(=O)Nc1ccc(S(=O)(=O)N2CCc3c(Cl)cccc3C2)cc1
35	-5	3	O=P1(Nn2cnnc2)C=C(c2ccccc2)OC(c2ccccc2)=C1
36	7	5	CCCN(CCC)S(=O)(=O)c1ccc(C(=O)O)cc1
37	-13	-12	COc1ccc(N2C(=O)CC(N3CCC(O)(c4ccc(Br)cc4)CC3)C2=O)cc1 (stereo not drawn)
38	-6	3	COC(=O)C1=C(N)c2c(F)cccc2C1(C#N)c1ccc(F)cc1 (stereo not drawn)
39	25	-17	NC(=O)Cn1c(=O)n(Cc2ccco2)c(=O)c2c3c(sc21)CCCCC3
40	1	-12	Cc1ccccc1OCc1nnc(SCC(=O)Nc2ccc3c(c2)OCO3)n1C
41	2	2	Cc1nc(SCC(=O)Nc2ccnc3ccccc23)n[nH]1
42	-2	3	COc1ccc(-c2csc(Nc3ccc(S(N)(=O)=O)cc3)n2)cc1
43	-5	4	Cc1ccc(CNC(=O)C2(C)Oc3ccccc3NC2=O)cc1 (stereo not drawn)
44	8	3	Fc1ccccc1CCNc1nnnn1-c1ccccc1
45	-11	6	Cc1ccc(S(=O)(=O)N2CCC[C@H]2C(=O)OC(C)C(=O)Nc2ncc(Cl)cc2Cl)cc1 (stereo partly drawn)
46	0	1	C#CCOc1ccc(Br)cc1/C=N/O
47	2	-2	Cc1cccc(C2CC(c3ccc(Br)cc3)Nc3nc(N)nn32)c1 (stereo not drawn)
48	2	6	CCCC(=O)c1c(C)c2ccccc2n1C
49	5	9	Cc1ccc(Nc2c3c(nc4ncnn24)CCC3)cc1
50	-16	-13	COc1ccccc1N1CCN(C(CNS(=O)(=O)c2ccc(C)cc2)c2cccnc2)CC1 (stereo not drawn)
51	4	3	O=C(CSc1oc(-c2cccs2)nc1S(=O)(=O)c1ccccc1)NC1CCCCC1
52	6	4	Cc1nc(N[C@@H](Cc2c[nH]c3ccccc23)C(=O)O)c2oc3ccccc3c2n1
53	0	7	Nc1cc(-c2nc3ncccc3o2)ccc1Cl
54	3	3	CCOC(=O)C1CCN(C(=O)CCc2c(C)nc3c(-c4ccc(F)cc4)c(C)nn3c2C)CC1
55	4	4	Cc1cc(C)nc(SCCn2c(N3CCCCC3)nc3c2c(=O)n(C)c(=O)n3C)n1
56	-5	5	Cn1c(=O)oc2cc(S(=O)(=O)N3CCC4(CC3)OCCO4)ccc21
57	6	8	Cn1c(SCc2cc(=O)[nH]c3ccccc23)nnc1-c1ccc(Br)cc1
58	-3	2	O=c1[nH]c(SCCOc2ccccc2)nc2ccccc12
59	13	-6	COc1ccccc1C1Nc2cccc3cccc(c23)N1
60	-1	5	OCCNc1nc(SCc2ccccc2)nc2sc3c(c12)CCC3

Next section
no.	FXIa single inh	FXIIa inh	canonical_smiles
61	6	5	COc1cc(NC(=O)C2CCN(S(=O)(=O)c3ccc(Cl)cc3)CC2)ccc1-n1cnnn1
62	4	7	O=C(Nc1ccc(Cc2ccncc2)cc1)C1CCC(N2C(=O)C3CC=CCC3C2=O)CC1 (stereo not drawn)
63	-5	-1	CC(C)n1c(SCC(=O)N2c3ccccc3CCc3ccccc32)nc2c1c(=O)n(C)c(=O)n2C
64	2	6	COC(=O)C1C(=O)CC(C)(O)C(C(=O)OC)C1/C=C/c1ccccc1 (stereo not drawn)
65	-4	3	Cc1cc(C)n(C(=O)c2ccc(Cn3nc(C)c(Br)c3C)o2)n1
66	1	4	CCCCN1C(=O)c2ccc(C(=O)NC3=NCCS3)cc2C1=O
67	3	1	O=C1c2ccncc2C(=O)N1Cc1cccc(Cl)c1
68	-15	6	COc1ccccc1N1CCN(C(CNC(=O)c2ccc3c(c2)OCO3)c2cccnc2)CC1 (stereo not drawn)
69	6	9	CCOC(=O)c1c(C)[nH]c(C(=O)COC(=O)c2ccccn2)c1C
70	-4	6	COc1cccc(NC(=O)CC2C(=O)NC3CCCCC3N2C(=O)c2ccc(F)cc2)c1 (stereo not drawn)
71	1	-19	COc1cccc(CNc2cnc3ccccc3c2)c1O
72	-12	10	CCS(=O)(=O)N1CCN(C(=O)c2ccco2)CC1
73	2	8	Cc1ccc(NC(=O)/C(=C/c2cccc([N+](=O)[O-])c2)NC(=O)C2CCCCC2)c(C)c1
74	-4	1	CCOc1ccc(NC(=O)CN(C)c2ccc(S(=O)(=O)N(C(C)C)C(C)C)cn2)cc1OCC
75	0	-7	CCCn1nc(NC(=O)c2ccco2)c2cc3ccc(C)cc3nc21
76	5	7	COc1cccc(NC(=O)CSCC(=O)Nc2ccccc2)c1
77	-3	4	CC(C)C(=O)Nc1nnc(Sc2ccc(N(C)C)cc2)s1
78	1	4	COc1cc2cc(Br)cc(Br)c2nc1C
79	-16	8	CCOc1ccc2nc(SCC(=O)NC(=O)NCc3ccco3)sc2c1
80	-3	6	CCCCNc1nc(=S)[nH]c2cc(OC)c(OC)cc12
81	-3	3	COc1cccc2cc(C(=O)N3CCN(c4ncccn4)CC3)c(=O)oc12
82	-13	-4	CC(C)(C)N1CC(c2nc3ccccc3n2CCOc2ccccc2)CC1=O (stereo not drawn)
83	1	1	COc1ccc(CCC(=O)N2CCN(S(=O)(=O)c3ccc4ccccc4c3)CC2)cc1
84	0	15	Cc1cc(=O)[nH]c2cc(Cl)ccc12
85	-11	6	O=C(Cn1nnc(-c2ccccc2)n1)Nc1ccc2c(c1)OCO2
86	4	1	COc1ccc(-c2nnc(COc3ccc4ccccc4c3)o2)cc1OC
87	3	6	CCC(=O)NC(C)C(c1cccs1)N1CCN(Cc2ccccc2)CC1 (stereo not drawn)
88	-2	9	O=C(CCCCCCN1C(=O)c2ccccc2C1=O)NC1CCCCC1
89	2	1	CCc1c(O)nc(SCC(=O)Nc2ccccc2C)[nH]c1=O
90	2	1	CCC(C)n1cnc2c(=O)oc3ccccc3c21 (stereo not drawn)

Some of these compounds in order of formula weight, ascending.
no.	FXIa single inh	FXIIa inh	canonical_smiles
13	0	5	CCOC(=O)c1cc2ccccc2nc1C
72	-12	10	CCS(=O)(=O)N1CCN(C(=O)c2ccco2)CC1
42	-2	3	COc1ccc(-c2csc(Nc3ccc(S(N)(=O)=O)cc3)n2)cc1

Reprinted from the results shown, 3 compounds:
no.	FXIa single inh	FXIIa inh	canonical_smiles
61	6	5	COc1cc(NC(=O)C2CCN(S(=O)(=O)c3ccc(Cl)cc3)CC2)ccc1-n1cnnn1
62	4	7	O=C(Nc1ccc(Cc2ccncc2)cc1)C1CCC(N2C(=O)C3CC=CCC3C2=O)CC1 (stereo not drawn)
63	-5	-1	CC(C)n1c(SCC(=O)N2c3ccccc3CCc3ccccc32)nc2c1c(=O)n(C)c(=O)n2C

(next part)
no.	FXIa single inh	FXIIa inh	canonical_smiles
91	12	4	O=C1NN=C(c2ccc(Cl)cc2)CC1c1cccc(Cl)c1 (stereo not drawn)
92	-6	3	CCOC(=O)N1CCC(NC(=O)Cn2cc3c(n2)CCC(C)C3)CC1 (stereo not drawn)
93	-9	6	COc1cccc(N2C(=O)CC(N3CCc4ccccc43)C2=O)c1 (stereo not drawn)
94	6	3	COC(=O)c1ccccc1NC(=O)c1ccccc1SC
95	-7	-12	COc1ccc(N(CC(=O)Nc2ccccc2SC)S(C)(=O)=O)cc1OC
96	-3	-3	CCSc1nc(C2CC2)cc(-c2cccs2)c1C#N
97	-5	-1	CC(=O)CCN1CCOCC1
98	-2	7	COc1ccc(NC(=O)C2CCCCN2N)cc1OC (stereo not drawn)
99	3	10	CCn1c(/C=N/c2nc3ccccc3n2C)nc2ccccc21
100	3	7	O=C(NCc1ccccn1)C1CCC(=O)N1C1CCCCC1 (stereo not drawn)
101	-8	6	CCCCCCNC(=O)CCNC(=O)c1cc(OC)c(OC)c(OC)c1
102	7	6	CCN1CCN(C(=O)CCc2ccc(S(=O)(=O)NCCc3ccccc3)cc2)CC1
103	-1	12	CCN1CCN(C(=O)c2ccc(Cl)c(S(=O)(=O)N3CCOCC3)c2)CC1
104	1	6	CN(C)C(=O)CSc1nc2ccccc2n1CC(=O)N1CCN(c2ccccc2)CC1
105	7	4	COc1ccc(CCNC(=O)CSc2nc3ccccc3o2)cc1
106	1	9	Cc1c(Br)cc(C(=O)N2CCN(CCO)CC2)c(C)c1C
107	-2	15	Cc1cc(C(=O)CSc2ccc(F)cc2)cc(C)c1OC(=S)N(C)C
108	-2	-15	O=C(COc1ccc(Cl)cc1)NCc1nnc(SCC(=O)NCCc2ccccc2)o1
109	8	5	CCCC1=Nc2cc(C(=O)NCCCOCC)ccc2Sc2ccccc21
110	8	2	COc1ccc2oc(C(=O)c3ccccc3)c(N)c2c1
111	2	6	Cc1nc(NCc2ccco2)nc2c1C(=O)CC(C)C2 (stereo not drawn)
112	7	5	Cn1cccc1-c1nc2ccc(NC(=O)c3ccco3)cc2[nH]1
113	2	6	CCNc1nc(NCC)nc(C(=O)OCCO)n1
114	-7	7	O=S(=O)(c1ccccc1)N1CCC(n2nnc3cc(F)ccc32)CC1
115	34	-13	CCOc1ccc(NC(=O)CN(c2cccc(C(F)(F)F)c2)S(C)(=O)=O)cc1
116	4	4	COCCNC(=O)c1nn2cccnc2c1Cl
117	6	1	O=C(Nc1ccc(Cl)cc1F)C1CCN(S(=O)(=O)c2cccnc2)CC1
118	-5	-1	COC(=O)CC1SC(=O)NC1=Nc1cccc(C)c1 (stereo not drawn)
119	0	8	CCOC(=O)c1c(N)c(C#N)cn1-c1ccccc1
120	-1	11	COC(=O)c1cccc(Nc2ncnc3ccc(C)cc23)c1

Single records, as listed above. Order of screens: FXIa single inh, FXIIa inh
`CCCCN1C(=O)c2ccc(C(=O)NC3=NCCS3)cc2C1=O` across the screens: 1, 4
`O=C1Nc2ccc(Br)cc2C1=Nc1ccc(-c2nnc3n2CCCCC3)cc1` across the screens: 5, 13
`Cc1ccc(S(=O)(=O)N2CCC[C@H]2C(=O)OC(C)C(=O)Nc2ncc(Cl)cc2Cl)cc1` (stereo partly drawn) across the screens: -11, 6
`O=C(Cn1nnc(-c2ccccc2)n1)Nc1ccc2c(c1)OCO2` across the screens: -11, 6
`O=C(NCc1ccccn1)C1CCC(=O)N1C1CCCCC1` (stereo not drawn) across the screens: 3, 7

5 of the entries above in order of their number in FXIIa inh, smallest number first:
No. | SMILES | FXIIa inh
115 | CCOc1ccc(NC(=O)CN(c2cccc(C(F)(F)F)c2)S(C)(=O)=O)cc1 | -13
94 | COC(=O)c1ccccc1NC(=O)c1ccccc1SC | 3
109 | CCCC1=Nc2cc(C(=O)NCCCOCC)ccc2Sc2ccccc21 | 5
100 | O=C(NCc1ccccn1)C1CCC(=O)N1C1CCCCC1 (stereo not drawn) | 7
120 | COC(=O)c1cccc(Nc2ncnc3ccc(C)cc23)c1 | 11

A portion of the library; rates above refer to the full screens.
